TR-FRET SRC-2 ct – flags TR-FRET format artefacts in PPARgamma SRC-2 recruitment agonist screen | TR-FRET artefact counter-screen; hits give high values | TR-FRET ratio at 8 µM | 200,000 tested, 0.4% active | AID 1049; in the data active = TR-FRET ratio above about 2000; note: inactives centre near 1500
ROMK mod – modulators of human ROMK potassium channel. P48048. 130,000 tested, 2% active. B-score at 10 µM. Tet-inducible ROMK, thallium flux fluorescence; actives lie on both sides. AID 1918;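 active = signal ratio slope over the read window, or its plate-corrected B-score, at least 3 SD from the plate mean, either direction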;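 note: B-score of the F/F0 ratio slope over 7 to 12 s after thallium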
Target sequence (P48048 whole entry, looked up): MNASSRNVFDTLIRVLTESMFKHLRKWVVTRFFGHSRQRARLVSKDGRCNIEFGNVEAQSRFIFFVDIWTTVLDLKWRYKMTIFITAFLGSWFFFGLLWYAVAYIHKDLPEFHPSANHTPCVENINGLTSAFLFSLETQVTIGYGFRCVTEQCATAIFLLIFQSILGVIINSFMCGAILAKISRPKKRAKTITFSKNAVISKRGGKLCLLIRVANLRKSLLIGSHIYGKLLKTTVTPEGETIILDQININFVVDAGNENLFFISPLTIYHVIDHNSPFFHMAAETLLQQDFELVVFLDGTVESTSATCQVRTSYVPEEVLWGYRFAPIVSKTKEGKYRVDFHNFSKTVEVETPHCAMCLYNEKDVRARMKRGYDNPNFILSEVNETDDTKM
STAT3 blocker – inhibitors of IL-6 induced STAT3 signaling | AID 862 | U3A cells, IL-6 STAT3-luciferase reporter, luminescence; host cell line lacks STAT1 | inhibition, % at 5.5 µM | 190,000 tested, 0.89% active;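 active = inhibition above the mean inhibition across all screened compounds plus 3 SD, cut at about 44% in these data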;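 note: 0% = DMSO only wells and 100% = 100 µM nifuroxazide control wells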
STAT1 inh – reduces IFN-gamma driven STAT1 reporter signal; NIH 3T3 STAT1-luciferase reporter, luminescence; inhibition, % at 5.5 µM; 200,000 tested, 0.35% active;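 active = inhibition above a set limit, the mean inhibition across all tested compounds plus 3 SD, cut at about 34% in these data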;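 note: 0% = IFN-gamma with DMSO and 100% = IFN-gamma with 300 µM nifuroxazide; values of inactives mirror those of a sister screen read the other way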
TNAP act hiacc – TNAP (human) activation, high acceptor; purified TNAP, CDP-star luminescence, 1 M DEA, 30 min; hits give high values; 0 = EDTA background, 1 = DMSO-only activity; activation factor at 20 µM; 200,000 tested, under 10 active; AID 1136;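 active = activation factor at least 2 at 20 µM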
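Dosing: 20 µM single point. System: human TNAP. Amount: TNAP 1/800 final. Incubation: 30 min, room temperature. Read-out: TNAP activation factor scaled between EDTA and DMSO control wells. Signal: luminescence from CDP-star hydrolysis. Medium: 1 M DEA, pH 9.8, Mg2+, Zn2+. Control set: EDTA negative control, DMSO positive control.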
PPARg SRC-1 ag – agonists of human PPARgamma SRC-1 coactivator recruitment; PPARgamma-SRC-1 coactivator recruitment biochemical assay; 200,000 tested, 0.41% active; P37231; activation, % at 8 µM; AID 631; in the data active = activation above about 19%;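 note: 0% = DMSO and 100% = reference agonist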
STAT3 activator – activators of IL-6 induced STAT3 signaling; AID 871; 190,000 tested, 0.91% active; U3A cells, IL-6 STAT3-luciferase reporter, luminescence; 100% = signal with IL-6 EC80 alone; activation (% of control), % at 5.6 µM;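 active = activation above the screen-wide mean of compound activation plus 3 SD, cut at about 130% in these data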;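 note: 0% = background luminescence of wells with medium and substrate only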
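Material: human U3A cells carrying STAT3-luciferase construct. Measured by: reporter luminescence signal. Timing: compound 1 h, then IL-6 6 h at 37 °C.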
bIAP act – intestinal alkaline phosphatase (bovine) activation. activation factor at 20 µM. 200,000 tested, 0.17% active. purified bovine IAP, CDP-star luminescence, 30 min; hits give high values; fold of DMSO-control signal, blank-subtracted;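 active = activation factor of 2 or more at 20 µM, a signal rise over negative controls twice the positive control's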
bIAP inhibitor – blocks bovine intestinal alkaline phosphatase activity; purified bovine IAP, CDP-star luminescence, 30 min; inhibition, % at 20 µM; 190,000 tested, under 10 active; AID 1019;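 active = over 50% inhibition of intestinal alkaline phosphatase at 20 µM in the single-dose screen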
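Assay system – bovine IAP enzyme · Quantity – bovine IAP at 1/65,000,000 final dilution · Detection – CDP-star luminescence signal · Times – 30 min reaction at room temperature · Also added – CDP-star substrate at 30 µM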
PPARg SRC-3 ag – agonists of human PPARgamma SRC-3 coactivator recruitment; biochemical PPARgamma/SRC-3 coactivator recruitment assay; activation, % at 8 µM; P37231; 200,000 tested, 0.26% active; in the data active = activation above about 23%;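 note: 0% = DMSO and 100% = reference agonist; some compounds past the cut are filed as inactive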
PPARg SRC2 recr – promotes SRC-2 coactivator recruitment by human PPARgamma. AID 1032. activation, % at 8 µM. P37231. 200,000 tested, 0.34% active. PPARgamma LBD-SRC-2 recruitment, biochemical; in the data active = activation above about 22%;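 note: 0% = vehicle and 100% = reference agonist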
The depositor's hits bear a star; · = not tested or not shown. A portion of the library; rates above refer to the full screens.

#1 CCCCOC(=O)C1=C(N)OC2=C(C(=O)CCC2)[C@]12C(=O)N(C)c1ccccc12
#2 C[C@]12CCC(=O)C=C1CC[C@@H]1[C@@H]2CC[C@]2(C)C(=O)CC[C@@H]12
#3 NC(=O)C1(N2CCCCC2)CCN(Cc2ccccc2)CC1
#4 Cc1ccc(OCC(=O)N2CCN(Cc3ccc4c(c3)OCO4)CC2)cc1C
#5 O=c1c(C=Nc2cccnc2Cl)c(O)n(CCCCl)c(=O)n1C1CCCCC1
#6 Cc1nonc1-c1nc(-c2nonc2N)n[nH]1
#7 O=c1c(/C=N/N2CCOCC2)c(O)n(-c2ccccc2)c(=S)n1-c1ccccc1
#8 CC(=O)OC1N=C(c2ccccc2)c2cc(Br)ccc2N(C)C1=O (stereo not drawn)

Assay by compound	1	2	3	4	5	6	7	8
TR-FRET SRC-2 ct	1514	1711	1443	1783	1657	1524	1633	1398
ROMK mod	·	·	-0.67	-1.1	-0.39	·	-0.45	·
STAT3 blocker	8	9	-8	5	9	-4	11	-1
STAT1 inh	1	13	-3	8	0	8	-4	2
TNAP act hiacc	1	1	1	1.1	1	1	1	1
PPARg SRC-1 ag	-1	8	-3	11	2	1	3	-3
STAT3 activator	99	94	109	101	95	103	93	110
bIAP act	1.1	1.1	1	1.1	1	0.9	1.2	0.9
bIAP inhibitor	-10	-9	2	-9	4	13	-19	5
PPARg SRC-3 ag	-6	1	-6	8	2	-3	1	-1
PPARg SRC2 recr	2	8	4	2	8	2	-1	8

#9 O=C(CNC(=O)c1ccccc1)Nc1ccc(Br)cc1C(=O)c1ccccc1
#10 Fc1ccc(C(OCCN2CCCC2)c2ccc(F)cc2)cc1
#11 C=CP(=O)(O)c1ccccc1
#12 CCN1CCN(c2ncnc3ccc(Br)cc23)CC1
#13 O=c1c(C=NCc2cccs2)c(O)n(C2CCCCC2)c(=O)n1C1CCCCC1
#14 O=C1NC(=O)N(c2ccc3c(c2)OCO3)C(=O)/C1=C/c1ccc(N2CCCC2)o1
#15 Cc1nn(Cc2ccccc2)c(Cl)c1C(=O)O
#16 NP(=O)(OCC(F)(F)F)Oc1ccc(Cl)cc1 (stereo not drawn)

Assay by compound	9	10	11	12	13	14	15	16
TR-FRET SRC-2 ct	1505	1564	1537	1597	1401	1746	1370	1589
ROMK mod	·	-0.94	·	0.69	-1	·	0.65	·
STAT3 blocker	-2	-6	5	4	9	9	-8	-10
STAT1 inh	9	5	-1	10	-3	0	-8	-1
TNAP act hiacc	1	1	1.1	1.1	1	0.6	1.1	1
PPARg SRC-1 ag	3	-9	7	1	0	5	-6	1
STAT3 activator	106	105	101	100	97	96	106	104
bIAP act	0.8	1	1	1	0.9	1	1	1.1
bIAP inhibitor	17	-1	-4	3	12	4	2	-12
PPARg SRC-3 ag	6	-3	-2	6	1	4	2	2
PPARg SRC2 recr	6	0	5	20	-1	4	0	5

Pulled one by one from above:
#16 NP(=O)(OCC(F)(F)F)Oc1ccc(Cl)cc1 (stereo not drawn)
#9 O=C(CNC(=O)c1ccccc1)Nc1ccc(Br)cc1C(=O)c1ccccc1
#11 C=CP(=O)(O)c1ccccc1
#14 O=C1NC(=O)N(c2ccc3c(c2)OCO3)C(=O)/C1=C/c1ccc(N2CCCC2)o1
#15 Cc1nn(Cc2ccccc2)c(Cl)c1C(=O)O

Assay by compound	16	9	11	14	15
TR-FRET SRC-2 ct	1589	1505	1537	1746	1370
ROMK mod	·	·	·	·	0.65
STAT3 blocker	-10	-2	5	9	-8
STAT1 inh	-1	9	-1	0	-8
TNAP act hiacc	1	1	1.1	0.6	1.1
PPARg SRC-1 ag	1	3	7	5	-6
STAT3 activator	104	106	101	96	106
bIAP act	1.1	0.8	1	1	1
bIAP inhibitor	-12	17	-4	4	2
PPARg SRC-3 ag	2	6	-2	4	2
PPARg SRC2 recr	5	6	5	4	0

Later entries
#17 CC1(c2ccccc2)NCCN2C(=O)CSC21 (stereo not drawn)
#18 O=C(Cc1ccccc1)OCCN1CCCCC1
#19 COc1cc2c(cc1OC)-c1c(OC)c(OC)cc3c1C(C2)N(C)CC3 (stereo not drawn)
#20 N#CC(C#N)=C(N)c1cccnc1
#21 C=CCn1c(O)c(C(C)=Nc2ccc(NC(C)=O)cc2)c(=O)[nH]c1=O
#22 CN1CCN(c2ccc(S(=O)(=O)C(F)(F)F)cc2[N+](=O)[O-])CC1
#23 CC(=NCCO)c1c(O)n(C2CCCCC2)c(=O)[nH]c1=O
#24 [O-][n+]1onc2c1CCC1N(O)CCC21O (stereo not drawn)
#25 CCN(CC)CCOC(=O)c1ccc(N=Cc2c(O)[nH]c(=O)[nH]c2=O)cc1

Assay by compound	17	18	19	20	21	22	23	24	25
TR-FRET SRC-2 ct	1612	1590	1439	1304	1382	1491	1580	1502	1455
ROMK mod	-0.0093	0.41	·	0.015	·	·	1.3	1.9	·
STAT3 blocker	4	5	11	6	-8	-3	1	0	9
STAT1 inh	-3	5	-6	-7	6	0	1	-7	7
TNAP act hiacc	1.1	1.1	1	1	1.1	1	1.1	1.1	1
PPARg SRC-1 ag	1	3	3	-4	0	2	2	-2	0
STAT3 activator	97	98	94	102	111	101	102	102	96
bIAP act	0.9	0.9	0.9	1.1	0.9	0.9	0.9	0.9	1.1
bIAP inhibitor	8	12	10	-5	6	7	7	5	-15
PPARg SRC-3 ag	-11	-2	0	-7	2	5	-10	-2	-10
PPARg SRC2 recr	1	-3	8	-12	-5	0	2	4	6

Compound activity (PubChem BioAssay)
